# High-throughput results: PubChem, Broad Institute
# Tcruzi prolif: blocks T. cruzi growth in NIH3T3 culture; inhibition, % at 8.34 µM; T. cruzi beta-gal in NIH3T3, GalScreen luminescence, 90 h; AID 624255; hit rate 5.9% among 77,000;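 active means mean inhibition above about 93%, with at least 55% of replicates each passing it, limit read from the data, passing the limit was not always enough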
# KDM4C inh: KDM4C (human) demethylase inhibition; Q9H3R0; GST-KDM4C 2-372, H3K9me3 peptide, LANCE TR-FRET; inhibition, % at 12.5 µM; hit rate 0.15% among 96,000;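 active means mean replicate inhibition above about 25%, with at least 55% of replicates also reaching it, limit read from the data, passing the limit was not always enough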
# Target sequence (Q9H3R0 2-372 limits assumed): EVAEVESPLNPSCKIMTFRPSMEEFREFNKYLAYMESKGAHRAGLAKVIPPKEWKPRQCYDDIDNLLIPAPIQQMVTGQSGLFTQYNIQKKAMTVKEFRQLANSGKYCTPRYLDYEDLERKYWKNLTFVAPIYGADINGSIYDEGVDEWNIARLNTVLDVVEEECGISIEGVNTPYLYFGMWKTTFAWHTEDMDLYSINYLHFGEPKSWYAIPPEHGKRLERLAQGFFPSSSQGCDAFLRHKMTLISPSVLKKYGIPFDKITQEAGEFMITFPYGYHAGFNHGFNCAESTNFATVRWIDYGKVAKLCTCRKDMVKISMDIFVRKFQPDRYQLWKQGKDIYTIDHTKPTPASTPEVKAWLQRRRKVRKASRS
#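 System – N-terminal GST-fused human GASC-1 (KDM4C) fragment, residues 2-372 · Input – enzyme final amount 10 nM · Technique – LANCE TR-FRET, Eu antibody, ULight-streptavidin, EDTA, ex 340 nm, em 618/671 nm · Medium – HEPES buffer, pH 7.5, plus ascorbate · Incubation – enzyme reaction 30 min, then detection 60 min, both room temperature · Reagent – H3K9me3 peptide with Fe(II)/2OG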
# C diff growth: blocks growth of Clostridium difficile. hit rate 0.25% among 86,000. growth activity, negative = inhibition, % at 16 µg/mL (by protocol). Clostridium difficile clinical isolate growth, OD600, 24 h; active compounds read low;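 active means mean growth activity at or below -80% and every replicate also at or below -80%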;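 further: 0% = DMSO wells and -100% = levofloxacin 16 µg/mL wells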
# Pf Dd2 inh: blocks growth of Plasmodium falciparum Dd2 parasites; hit rate 2.3% among 94,000; activity change, % at 10 µM; P. falciparum Dd2 growth, SYBR Green, 72 h; active compounds read low; AID 1159554; in the data active means activity change below about -80%
# * = called active by the depositor; . = no result given; & = joins results of further samples.
nr	mol	Tcruzi prolif	KDM4C inh
1	CC(C)C#Cc1cnc2c(c1)C(=O)N([C@@H](C)CO)C[C@@H](C)[C@H](CN(C)C(=O)CN1CCOCC1)O2	-18	.
2	COc1cccc(-c2cnc3c(c2)C(=O)N([C@H](C)CO)C[C@H](C)[C@H](CN(C)S(=O)(=O)c2cccc(OC)c2)O3)c1	47	-0.5
3	CN1CCN(C(=O)C[C@H]2CC[C@@H](NC(=O)Cc3ccccn3)[C@H](CO)O2)CC1	2	0.9
4	CS(=O)(=O)N1CCCCN2[C@H](CO)[C@@H](c3ccc(-c4cccc(C#N)c4)cc3)[C@H]2C1	-33	1.5
5	Cc1noc(C)c1S(=O)(=O)Nc1ccc2c(c1)C(=O)N([C@@H](C)CO)C[C@@H](C)[C@@H](CN(C)C(=O)c1ccncc1)OCCCC[C@@H](C)O2	45	0.8
6	O=C(C[C@H]1CC[C@H](NC(=O)Nc2ccc3c(c2)OCO3)[C@H](CO)O1)NCc1ccc(F)cc1	21	-0.7
7	CC(C)C#Cc1ccc([C@H]2[C@H](C#N)N(C(=O)C3CC3)[C@H]2CO)cc1	83	0.8
8	COCCNC(=O)C[C@H]1C[C@@H]2c3cc(NC(=O)c4cccnc4)ccc3O[C@@H]2[C@@H](CO)O1	20	2.1
9	CNC[C@H]1OCCCC[C@@H](C)Oc2ccc(NC(=O)Nc3c(C)noc3C)cc2C(=O)N([C@H](C)CO)C[C@@H]1C	1	3.7
10	O=C(c1ccccc1F)N1CC[C@H]2[C@H](CO)Nc3ccc(-c4ccc(F)cc4)cc3[C@H]21	99*	0.0

nr	C diff growth	Pf Dd2 inh
1	0	4
2	.	-20
3	.	1
4	-4	38
5	-3	21
6	2	6
7	-6	-10
8	2	15
9	-2	45
10	5	-3

# Following part
nr	mol	Tcruzi prolif	KDM4C inh
11	CC(C)NC(=O)Nc1cccc2c1O[C@@H](CN(C)Cc1ccc(Cl)c(Cl)c1)[C@H](C)CN([C@@H](C)CO)C2=O	.	-0.6
12	C[C@@H]1CN([C@H](C)CO)S(=O)(=O)c2ccc(Br)cc2O[C@@H]1CN(C)C	24	-1.2
13	CCCN1C[C@@H](C)[C@@H](OC)CN(C)C(=O)c2ccc(NC(=O)Nc3cccc(OC)c3)cc2OC[C@@H]1C	-40	2.8
14	C[C@H]1CN([C@@H](C)CO)C(=O)c2cc(-c3ccccc3)cnc2O[C@H]1CN(C)Cc1ccccc1	2	-0.8
15	Cc1noc(C)c1NC(=O)N[C@@H]1C=C[C@@H](CC(=O)NCCCN(C)C)O[C@H]1CO	12	1.6
16	COc1ccc(-c2cnc3c(c2)C(=O)N([C@H](C)CO)C[C@@H](C)[C@@H](CN(C)C(=O)Cc2ccccn2)O3)cc1	7	1.4
17	C[C@@H]1CN([C@@H](C)CO)C(=O)c2cc(-c3cncnc3)cnc2O[C@H]1CN(C)C(=O)c1ccccc1F	108	5.5
18	CCCNC(=O)Nc1ccc2c(c1)C(=O)N(C)C[C@H](OC)[C@@H](C)CN(Cc1ccncc1)[C@@H](C)CO2	-13	2.2
19	COc1ccc(CN(C)C[C@H]2Oc3c(NC(=O)c4ccncc4)cccc3C(=O)N([C@@H](C)CO)C[C@@H]2C)cc1	100*	13
20	CC(C)NC(=O)Nc1ccc2c(c1)CC(=O)N([C@@H](C)CO)C[C@H](C)[C@@H](CN(C)CC1CCCCC1)O2	15	-1.6

nr	C diff growth	Pf Dd2 inh
11	26	-66
12	2	-8
13	.	-72
14	2	12
15	2	10
16	-6	-8
17	6	18
18	0	-14
19	4	1
20	-2	-20

# Next records follow:
nr	mol	Tcruzi prolif	KDM4C inh
21	CCCN1[C@@H]2c3ccc(-c4ccccc4)c(=O)n3C[C@H]1[C@H](CO)[C@H]2C(=O)NCC	55	0.3
22	COc1ccccc1-c1cn(CC[C@@H]2CC[C@H](NC(=O)C3CCCC3)[C@H](CO)O2)nn1	.	0.0
23	COc1ccc(S(=O)(=O)N(C)C[C@@H]2OCCCC[C@H](C)Oc3ccc(NS(=O)(=O)c4ccc(C)cc4)cc3C(=O)N([C@@H](C)CO)C[C@H]2C)cc1	31	0.3
24	C[C@H]1CN([C@@H](C)CO)C(=O)c2cc(NS(=O)(=O)c3ccccc3)ccc2O[C@H]1CN(C)Cc1ccc(C(=O)O)cc1	-6	-0.4
25	CCCNC(=O)C[C@H]1CC[C@H]2[C@@H](COC[C@@H](O)CN2C(=O)Nc2ccccc2OC)O1	8	0.0
26	O=C(C[C@H]1CC[C@H]2[C@@H](COC[C@@H](O)CN2C(=O)c2ccccc2F)O1)N1CCN(c2ccccc2)CC1	9	-1.7
27	CCNC(=O)C[C@@H]1CC[C@@H]2[C@H](COc3ccc(NC(=O)Nc4cccc(Cl)c4)cc3C(=O)N2C)O1	-18	-1.9
28	CO[C@H]1CN(C)C(=O)c2cc(NC(=O)C3CC3)ccc2OC[C@H](C)N(C(=O)C2CCCCC2)C[C@@H]1C	.	0.6
29	C[C@@H]1CN([C@@H](C)CO)C(=O)c2cc(NC(=O)Nc3ccc4c(c3)OCO4)ccc2O[C@@H]1CN(C)Cc1ccc(Oc2ccccc2)cc1	100*	-1.7
30	C[C@H](CO)N1C[C@H](C)[C@H](CN(C)C(=O)Nc2cccc3ccccc23)Oc2ccc(NC(=O)Cn3cnnn3)cc2C1=O	60	1.0

nr	C diff growth	Pf Dd2 inh
21	2	12
22	7	-16
23	-5	-56
24	-1	38
25	.	-10
26	0	6
27	0	-33
28	1	17
29	15	1
30	-7	2

# Three entries from above in another layout.
26) O=C(C[C@H]1CC[C@H]2[C@@H](COC[C@@H](O)CN2C(=O)c2ccccc2F)O1)N1CCN(c2ccccc2)CC1
17) C[C@@H]1CN([C@@H](C)CO)C(=O)c2cc(-c3cncnc3)cnc2O[C@H]1CN(C)C(=O)c1ccccc1F
15) Cc1noc(C)c1NC(=O)N[C@@H]1C=C[C@@H](CC(=O)NCCCN(C)C)O[C@H]1CO

assay / compound	26	17	15
Tcruzi prolif	9	108	12
KDM4C inh	-1.7	5.5	1.6
C diff growth	0	6	2
Pf Dd2 inh	6	18	10

# Next section:
nr	mol	Tcruzi prolif	KDM4C inh
31	Cc1noc(C)c1NC(=O)N[C@@H]1CC[C@@H](CC(=O)NCCCN(C)C)O[C@@H]1CO	-77	3.3
32	O=C(NCC[C@@H]1CC[C@@H](NC(=O)c2cccnc2)[C@H](CO)O1)Nc1ccc(F)cc1	5	-1.0
33	CC(=O)N1[C@@H](CO)[C@@H]2c3ccccc3N(S(=O)(=O)c3ccccc3F)C[C@@H]21	48	0.1
34	O=C(C[C@H]1CC[C@H](NC(=O)Nc2ccc(C(F)(F)F)cc2)[C@H](CO)O1)NCc1cc(F)cc(F)c1	-43	-4.1
35	C[C@H]1CCCCO[C@H](CN(C)C(=O)c2ccncc2)[C@@H](C)CN([C@@H](C)CO)C(=O)c2cc(NS(=O)(=O)c3ccc(F)cc3)ccc2O1	10	0.6
36	COc1ccccc1NC(=O)N1C[C@@H](C)[C@H](OC)CN(C)C(=O)c2cc(NC(=O)c3cc(C)on3)ccc2OC[C@H]1C	24	0.3
37	COCC(=O)N1[C@@H]2c3ccc(C4=CCCC4)c(=O)n3C[C@@H]2[C@@H](CO)[C@@H]1C(=O)N1CCN(C)CC1	.	-1.3
38	C[C@H](CO)N1C[C@H](C)[C@H](CN(C)CC2CCCC2)Oc2ncc(C#Cc3cccc(F)c3)cc2C1=O	54	-0.8
39	Cc1ccc(S(=O)(=O)N(C)C[C@@H]2OCCCC[C@H](C)Oc3ccc(NC(=O)Nc4ccc(C(F)(F)F)cc4)cc3C(=O)N([C@@H](C)CO)C[C@H]2C)cc1	.	-0.1
40	COc1ccccc1NC(=O)N1C[C@H](O)COC[C@@H]2O[C@H](CC(=O)NCCc3ccncc3)CC[C@H]21	8	-0.4

nr	C diff growth	Pf Dd2 inh
31	.	-1
32	-1	16
33	-7	-5
34	.	-1
35	.	-59
36	.	-23
37	4	24
38	45	-54
39	-1	-61
40	-5&-10	.

# Nothing new here: an excerpt of the list.
nr	mol	Tcruzi prolif	KDM4C inh
39	Cc1ccc(S(=O)(=O)N(C)C[C@@H]2OCCCC[C@H](C)Oc3ccc(NC(=O)Nc4ccc(C(F)(F)F)cc4)cc3C(=O)N([C@@H](C)CO)C[C@H]2C)cc1	.	-0.1
40	COc1ccccc1NC(=O)N1C[C@H](O)COC[C@@H]2O[C@H](CC(=O)NCCc3ccncc3)CC[C@H]21	8	-0.4

nr	C diff growth	Pf Dd2 inh
39	-1	-61
40	-5&-10	.

# New compounds follow.
nr	mol	Tcruzi prolif	KDM4C inh
41	C/C=C/c1ccc2c(c1)O[C@H](CN(C)C(=O)Nc1ccc(OC)cc1)[C@@H](C)CN([C@H](C)CO)S2(=O)=O	40	-0.2
42	CCCC(=O)Nc1ccc2c(c1)OC[C@@H](C)N(C(=O)c1ccncc1)C[C@H](C)[C@@H](OC)CN(C)C2=O	13	-0.4
43	C[C@@H]1CN([C@H](C)CO)C(=O)c2cc(-c3ccccc3F)cnc2O[C@@H]1CN(C)Cc1ccccc1F	-1	.
44	C/C=C/c1ccc([C@@H]2[C@H](CO)N3CCCCN(S(=O)(=O)c4cccs4)C[C@@H]23)cc1	83	0.0
45	COc1ccc(NC(=O)N[C@@H]2CC[C@H](CCn3cc(-c4ccccc4F)nn3)O[C@H]2CO)cc1	-12	-2.0
46	CCNC(=O)C[C@H]1CC[C@H]2[C@@H](COC[C@H](O)CN2C(=O)CC)O1	37	1.4
47	Cc1noc(C)c1S(=O)(=O)N(C)C[C@@H]1Oc2ccc(NC(=O)Nc3ccccc3)cc2CC(=O)N([C@H](C)CO)C[C@@H]1C	-2	1.0
48	CO[C@H]1CN(C)C(=O)c2ccc(NC(=O)c3ccccc3)cc2OC[C@H](C)N(C(C)=O)C[C@@H]1C	6	-0.2
49	C[C@@H]1CN([C@@H](C)CO)C(=O)c2cc(C#CCN(C)C)cnc2O[C@@H]1CN(C)C(=O)Cc1cccnc1	-20	1.5
50	CS(=O)(=O)N1[C@H](C(=O)NC2CCC2)[C@@H](CO)[C@@H]2Cn3c(ccc(-c4ccccc4)c3=O)[C@@H]21	12	-1.1

nr	C diff growth	Pf Dd2 inh
41	-2	-6
42	.	-2
43	0	-2
44	26	-58
45	-3	-60
46	.	1
47	.	11
48	-1	-11
49	1	51
50	1	-54

# (cont.)
nr	mol	Tcruzi prolif	KDM4C inh
51	CNC[C@H]1Oc2ccc(NS(C)(=O)=O)cc2C(=O)N([C@@H](C)CO)C[C@H]1C	16	-1.8
52	COCCNC(=O)C[C@@H]1C[C@H]2c3cc(NS(C)(=O)=O)ccc3O[C@H]2[C@@H](CO)O1	-40	-0.1
53	CCC(=O)N1C[C@H](C)[C@H](OC)CN(C)C(=O)c2ccc(NS(C)(=O)=O)cc2OC[C@@H]1C	34	-0.1
54	C[C@H](CO)N1C[C@H](C)[C@@H](CN(C)C(=O)Cc2ccncc2)Oc2ncc(C#C[C@@H](C)O)cc2C1=O	.	0.6
55	CCS(=O)(=O)N1[C@H](C#N)[C@@H](c2ccc(C#CC(C)C)cc2)[C@@H]1CO	55	1.4
56	C[C@H](CO)N1C[C@H](C)[C@H](CN(C)Cc2ccc(Oc3ccccc3)cc2)Oc2ccc(NC(=O)NC3CCCCC3)cc2CC1=O	43	-1.3
57	COc1ccc(CN(C)C[C@H]2OCCCC[C@H](C)Oc3ccc(NS(=O)(=O)c4ccccc4)cc3C(=O)N([C@H](C)CO)C[C@H]2C)cc1	102*	0.1
58	COc1cccc(C(=O)Nc2ccc3c(c2)C(=O)N(C)[C@@H]2CC[C@@H](CC(=O)N[C@H](C)c4ccccc4)O[C@H]2CO3)c1	24	3.2
59	CC(C)NC(=O)N[C@@H]1C=C[C@H](CC(=O)O)O[C@H]1CO	-21	0.1
60	Cc1noc(C)c1S(=O)(=O)Nc1ccc2c(c1)C(=O)N([C@H](C)CO)C[C@H](C)[C@@H](CN(C)S(=O)(=O)c1cccs1)O2	.	1.9

nr	C diff growth	Pf Dd2 inh
51	2	4
52	4	13
53	1	.
54	-2	22
55	0	-5
56	19	-20
57	-2	-36
58	-5	-26
59	-5	22
60	-10	10

# Other compounds.
nr	mol	Tcruzi prolif	KDM4C inh
61	COc1cccc(-c2cnc3c(c2)C(=O)N([C@H](C)CO)C[C@H](C)[C@H](CN(C)C)O3)c1	82	20
62	O=C(C[C@H]1C=C[C@H](NC(=O)C2CCOCC2)[C@H](CO)O1)Nc1nccs1	.	-1.4
63	COc1ccc(CN(C)C[C@H]2OCCCC[C@@H](C)Oc3ccc(NS(=O)(=O)c4c(C)noc4C)cc3C(=O)N([C@H](C)CO)C[C@@H]2C)cc1	9	-0.9
64	COc1ccc(NC(=O)N(C)C[C@H]2Oc3ccc(NC(=O)Nc4ccc(C(F)(F)F)cc4)cc3C(=O)N([C@@H](C)CO)C[C@@H]2C)cc1	15	-0.4
65	C[C@H](CO)N1C[C@H](C)[C@H](CN(C)Cc2ccc(C(=O)O)cc2)Oc2ccc(NC(=O)CCC(F)(F)F)cc2C1=O	-1	1.0

nr	C diff growth	Pf Dd2 inh
61	2	15
62	2	46
63	-6	-6
64	-6	-48
65	3	12
